Screens deposited in PubChem by several laboratories.
GALR2 blocker: GALR2 antagonists in receptor-expressing cells, primary screen; antagonist mode; inhibition, % at 4 µM; 0.39% of 140,000 active; Galanin receptor type 2 (Homo sapiens), O43603; in the data active = inhibition above about 27%;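 also: cells stimulated with galanin 1-16 at roughly its EC80; 0% = agonist challenge control and 100% = basal control without agonist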
Target sequence (O43603 whole entry, looked up): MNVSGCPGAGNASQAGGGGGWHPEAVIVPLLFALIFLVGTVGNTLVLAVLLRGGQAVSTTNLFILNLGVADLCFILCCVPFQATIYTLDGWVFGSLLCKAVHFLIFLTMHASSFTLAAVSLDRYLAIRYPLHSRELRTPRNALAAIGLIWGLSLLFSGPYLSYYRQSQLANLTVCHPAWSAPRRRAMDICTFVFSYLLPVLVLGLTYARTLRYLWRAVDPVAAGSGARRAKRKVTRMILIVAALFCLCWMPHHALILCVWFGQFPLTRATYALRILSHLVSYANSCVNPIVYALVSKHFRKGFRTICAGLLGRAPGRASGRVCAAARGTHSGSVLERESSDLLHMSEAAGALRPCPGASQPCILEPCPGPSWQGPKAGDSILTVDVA
NPY-Y2 antag: NPY-Y2 receptor antagonists, primary screen, cell-based; 0.99% of 140,000 active; Neuropeptide Y receptor type 2 (Homo sapiens), P49146; NPY-Y2 expressing cells, antagonist mode; AID 793, 2007; inhibition, % at 2.7 µM; in the data active = inhibition above about 17%;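 also: 0% = vehicle with agonist challenge and 100% = reference antagonist with challenge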
Target sequence (P49146 whole entry, looked up): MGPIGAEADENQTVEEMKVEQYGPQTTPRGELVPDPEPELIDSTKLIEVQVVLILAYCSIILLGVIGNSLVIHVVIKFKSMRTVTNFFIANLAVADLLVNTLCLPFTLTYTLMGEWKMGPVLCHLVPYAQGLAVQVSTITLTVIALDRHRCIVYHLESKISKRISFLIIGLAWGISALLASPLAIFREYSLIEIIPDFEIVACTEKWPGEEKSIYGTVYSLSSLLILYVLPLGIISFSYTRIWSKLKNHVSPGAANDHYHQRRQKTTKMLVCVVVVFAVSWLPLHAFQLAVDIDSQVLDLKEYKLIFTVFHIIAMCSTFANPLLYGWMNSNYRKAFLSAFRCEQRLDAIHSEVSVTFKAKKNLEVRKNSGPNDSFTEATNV
MRP-1 activ: H69AR viability gain despite doxorubicin, primary screen, MRP-1 activator project, H69AR cells, CellTiter-Glo | viability increase, % at 10 µM | 0.61% of 140,000 active | viability rescue;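 active = viability gain under doxorubicin at or above a set limit, the compound median plus 3 SD, cut at about 4.7% in these data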;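 also: MRP-1 overexpressing cells given doxorubicin 25 µM after compound pretreatment; 18-22 h compound pretreatment then 72 h with doxorubicin before readout; 0% = doxorubicin-only wells and 100% = vehicle-treated cells without doxorubicin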
PTEN del growth: growth suppression of PTEN-null HCT116, primary screen, cell-based, CellTiter-Glo. HCT116 PTEN-null viability, 60 h; active compounds read low. viability, % at 10 µM. 1.2% of 140,000 active. AID 827, 2007;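 active = viability at or below a set limit, 4 SD under the median of all tested compounds, cut at about 3.7% in these data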;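 also: PTEN knockout HCT116 line with beta catenin targeted HCT116 as companion control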
Yeast lifespan up: compounds extending yeast replicative lifespan, primary screen, S. cerevisiae, OD615; S. cerevisiae growth with nicotinamide; deaD strain in restrictive glucose medium; inhibition of the nicotinamide effect, % at 10 µM; 0.68% of 130,000 active; AID 775, 2007;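 active = inhibition above a set limit, placed 3 SD over the median of all compounds, cut at about 26% in these data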;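 also: 0% = nicotinamide-treated wells and 100% = cells grown without nicotinamide; some compounds called inactive have numbers as strong as hits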
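Test system – modified budding yeast, DeaD strain · Compound – single dose 10 µM compound, 0.25% DMSO · Times – culture preincubation 4 h, compound exposure 48 h, both 30 °C · Detection – optical density (absorbance) at 615 nm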
Yeast growth inh: growth inhibitors of yeast BB579 in restrictive medium, primary screen, yeast lifespan-shortening project, S. cerevisiae; OD615, 48 h; inhibition, % at 10 µM; 0.51% of 140,000 active; AID 804, 2007;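 active = inhibition above a set limit, 3 SD over the mean compound inhibition, cut at about 44% in these data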; also: inactives centre near -24
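Detection: OD615 turbidity measurement; Material: Saccharomyces cerevisiae DeaD strain BB579, replicative lifespan model yeast; Timing: 48 h exposure, 30 °C; Doses: single 10 µM dose; Medium: CSMM-D restrictive synthetic medium containing dextrose (glucose); Controls: amphotericin B at 10 µg/mL as positive control.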
Phagocyt inh: inhibitors of macrophage phagocytosis, primary screen, imaging, J774A.1 cells, IgG beads; J774A.1 macrophage IgG-bead phagocytosis; inhibition, % at 5 µM; 0.07% of 110,000 active; AID 1029, 2008;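 active = inhibition above the mean of the plate negative controls plus 5 SD, cut at about 13% in these data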;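 also: phagocytic index as fraction of beads internalized from green versus red external bead signal; plate controls were DMSO negative control for no effect and cytochalasin-D positive control for full effect; some results beyond the cut were filed as inactive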
HCT116 bCat-KO: primary screen for growth suppressors in beta-catenin knockout HCT116 cells (colon tumor, human) | 1.5% of 140,000 active | AID 818, 2007 | viability, % at 10 µM | HCT116 beta-catenin knockout viability, CellTiter-Glo, 60 h; active compounds read low;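 active = viability at or under a set limit, the compound median less 4 SD, cut at about 6% in these data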;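 also: 0% = Hyamine 1622 control at 20 µM and 100% = untreated cell control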
Measles CPE: compounds protecting cells from measles virus cytopathic effect, primary screen, measles RdRp inhibitor project, single point, MLSMR library, absorbance; 1.5% of 140,000 active; AID 841, 2007; Measles virus-infected cells, CPE protection; protection (pct of control), % at 4 µM; in the data active = protection mostly above about 24%, no sharp cut-off; inactive = mostly below about 26%; also: some compounds called inactive have numbers as strong as hits
E-sel TNF inh: E-selectin induction blockers in HUVEC – imaging, immunofluorescence, high content, primary screen | AID 1246, 2008 | 0.71% of 120,000 active | HUVEC TNFa-induced E-selectin immunofluorescence | inhibition, % at 2 µM;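 active = inhibition above the batch mean plus 3 SD, and confirmed as a hit on visual image review, cut at about 43% in these data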;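 also: 0% = TNF-stimulated DMSO wells and 100% = unstimulated control wells; not every result past the cut was called active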
The depositor's hits bear a star; / = no result given. Random draw from the library (roughly 6.1% active in at least one column).

SMILES	GALR2 blocker	NPY-Y2 antag	MRP-1 activ	PTEN del growth	Yeast lifespan up	Yeast growth inh	Phagocyt inh	HCT116 bCat-KO	Measles CPE	E-sel TNF inh
CCOC(=O)CNC(=O)CN1CCCN(S(=O)(=O)c2ccc(Br)s2)CC1	-7	5	-3.9	90	-33	-31	/	81	36	-6
COc1cccc(-c2nnc(-c3ccc(C(F)(F)F)cc3)o2)c1OC	-3	13	1.9	98	/	-15	/	92	11	-20
O=S(=O)(c1ccc2nc(COc3ccccc3)[nH]c2c1)N1CCOCC1	4	2	3.0	101	-7	-30	0	93	17	/
Cc1ccccc1CN1CCN(CC(=O)NCc2ccc3c(c2)OCO3)C1=O	-6	0	-2.5	83	-5	-4	-3	79	11	21
CCc1nnc(NC(=O)CSc2nc3ccccc3o2)s1	-5	3	0.1	98	-12	-24	3	99	6	-11
O=C(NCc1ccccn1)c1cc(-c2ccccc2Cl)on1	3	1	0.4	97	-17	-37	/	106	0	-9
CCC(C)(C)n1nnnc1C(c1cc2cc3c(cc2[nH]c1=O)OCO3)N1CCN(C)CC1 (centres undefined)	9	1	-3.0	105	-13	-8	0	91	5	/
CCCCNC(=O)Cc1c(OC)ccc2cc(Br)ccc12	14	10	2.0	69	-1	-35	0	73	20	/
COC(=O)[C@@H]1C[C@H]1[C@@H](NS(=O)(=O)c1ccccc1)c1ccccc1	7	0	-2.6	91	3	-46	/	94	5	/
c1cncc(C2Nc3ccccc3-c3nc4ccccc4n32)c1 (centres undefined)	-2	4	-2.1	89	-25	-8	-1	86	8	13
CCn1c(=O)c(=O)[nH]c2cc(C(=O)Nc3ccc(S(=O)(=O)N4CCCC4)cc3)ccc21	-5	1	-1.4	98	-9	-73	-2	111	2	/
CCOC(=O)c1cc(-c2ccc(C)cc2)n(CC(=O)NCc2ccco2)c1C	2	1	-1.7	66	-7	-30	-1	79	4	-3
COc1cc(C)c(Br)cc1S(=O)(=O)NCc1ccccc1	3	-1	-0.5	80	-23	-26	2	76	3	5
CCCCCn1c(SCCOCC)nc2c1c(=O)[nH]c(=O)n2C	-4	5	0.4	94	-4	-60	0	94	8	/
CC(C)C1NC(=S)N(Cc2ccccc2)C1=O (centres undefined)	6	0	0.2	96	-21	-22	/	84	1	-61
COc1cccc(-c2cc(C(=O)Nc3c(C)nn(Cc4ccccc4)c3C)no2)c1	-4	0	3.4	88	-9	0	/	102	8	9
O=C(Nc1nnc(SCc2ccc(F)cc2)s1)C1Cc2ccccc2CN1C(=O)c1ccco1 (centres undefined)	-1	3	1.1	93	5	-16	/	90	20	/
CCN(CC)S(=O)(=O)c1ccc2oc(C(=O)N3CCc4ccccc4C3)c(C)c2c1	7	9	-2.5	75	4	-51	/	71	8	/
O=C(CN(C(=O)c1ccccc1Cl)C1CCCCC1)Nc1ccc(Cl)c([N+](=O)[O-])c1	-12	5	-4.3	25	-3	-23	/	44	20	18
COc1ccc(C2C(C#N)=C(N)N(Nc3ccccc3)C3=C2C(=O)CC(C)(C)C3)cc1C (centres undefined)	-5	-1	-5.1	59	-15	-39	2	66	13	-24
CCn1c(Cc2ccc(OC)cc2)nnc1SCC(=O)Nc1nc2ccccc2s1	-8	6	-1.4	107	-7	-14	0	91	5	-48
COc1ccc(CCNC(=O)CN2CCCc3ccccc32)cc1OC	6	4	-0.9	90	-10	-47	/	93	45*	/
CC1CN(C(=O)Cc2ccc(-c3ccccc3)cc2)CC(C)O1 (centres undefined)	-9	3	0.5	97	-11	-26	0	101	6	-16
Cc1ccccc1Cn1nc(C)c(NC(=O)c2noc3c2CC(C(C)(C)C)CC3)c1C (centres undefined)	-3	-3	3.4	54	-28	-4	2	43	10	4
COc1ccc(C2=NN(CCC(=O)NCc3ccc4c(c3)OCO4)C(=O)CC2)cc1	-3	3	-2.0	101	-2	-15	-2	93	2	-8
CC(C)CCNC(=O)CN(Cc1ccc2c(c1)OCO2)C(=O)CCC(=O)Nc1ccccn1	5	4	-3.6	94	-16	-16	1	97	7	-21
Cc1ccccc1NC(=O)Cn1c(=O)n(C)c2ccccc21	-4	2	-2.2	90	-9	-57	-1	90	10	1
Cc1ccc(N2CCN(/N=C/c3c(C)nn(-c4ccccc4)c3Cl)CC2)cc1	3	2	-3.2	93	6	-19	-4	80	5	-3
COc1ccc(NCc2nnc(SCC(=O)Nc3cccc(C)c3)o2)cc1	5	-2	-0.6	91	2	-86	1	88	18	24
Cc1[nH]nc2oc(=O)c(CCO)c(C)c12	-1	1	-1.9	96	-11	-21	-1	94	36	1

Ordered by the number under Measles CPE (smallest number first): 3 of the compounds above.
structure	Measles CPE
CC1CN(C(=O)Cc2ccc(-c3ccccc3)cc2)CC(C)O1 (centres undefined)	6
COc1ccc(NCc2nnc(SCC(=O)Nc3cccc(C)c3)o2)cc1	18
Cc1[nH]nc2oc(=O)c(CCO)c(C)c12	36

(continued)
SMILES	GALR2 blocker	NPY-Y2 antag	MRP-1 activ	PTEN del growth	Yeast lifespan up	Yeast growth inh	Phagocyt inh	HCT116 bCat-KO	Measles CPE	E-sel TNF inh
Cc1ccc(-c2nc(=S)c3c(n2CCN2CCOCC2)CC(C)(C)OC3)cc1	1	0	-1.4	88	-18	-2	0	80	10	-8
Cc1ccc(NC(=O)Cn2c(CCC(=O)O)ccc2-c2cccs2)cc1	-14	5	-0.8	93	-8	-6	-3	94	5	/
CCOC(=O)NC1(C(F)(F)F)N=C(c2ccccc2)NC1=O (centres undefined)	-12	6	-0.4	95	-6	-11	-2	91	6	-13
CCOC(=O)c1ccc(NC(=O)CNC(=O)c2ccccc2)cc1	11	-1	-0.2	111	-16	-77	/	104	8	26
Fc1cccc(C2CC(c3cccc(Br)c3)Nc3nnnn32)c1 (centres undefined)	-2	3	-1.1	79	0	-43	0	86	11	-50
COc1cc2nc(N3CCN(C(=O)c4ccco4)CC3)nc(N)c2cc1OC	3	0	-3.1	5	2	-5	/	7	3	/
COc1ccc(/C=C/c2nc(-c3ccccc3O)n(-c3ccccc3)n2)cc1	1	1	0.5	98	-1	-45	-1	84	21	/
COC(=O)[C@@]1(Cc2ccc(F)cc2)[C@H]2c3cc(C(=O)N(C)C)n(Cc4c(CO)[nH]cc(C)c4=O)c3C[C@H]2CN1C(=O)c1ccccc1	5	0	-1.8	87	0	-20	/	87	6	-26
CCc1ccc(-c2csc(-c3c[nH]c4ccccc34)n2)cc1	-4	-3	-4.8	78	1	-14	-3	84	3	-3
Cc1cc(=O)n2nc(-c3ccccc3)sc2n1	7	3	1.0	96	-18	8	0	93	/	-13
O=C(NC1CCCC1)C1c2ccccc2C(=O)N1CCCN1CCOCC1 (centres undefined)	-3	2	0.3	92	2	-16	/	82	9	7
Cc1c2c(nc3c(C(=O)NC4CC4)cnn13)CCCC2	9	-1	-3.6	84	-20	5	-2	85	3	3
CC(C)CCOCC(O)CCC(=O)NNC(=S)Nc1ccccc1 (centres undefined)	12	2	-1.1	93	-1	-11	-11	88	8	-28
Nc1nonc1C(=O)NCCNS(=O)(=O)c1ccc(Br)cc1	1	2	-0.3	56	-11	-30	-1	57	25	-48
Cc1cc(OCCN2CCCC2)ccc1C(C)C	-1	2	-1.9	93	-4	1	/	90	22	-15
Cc1ccc(S(=O)(=O)Nc2cccc(-c3cn4ccsc4n3)c2)cc1	1	2	-1.5	33	6	-45	2	40	5	-16
CCc1ccc(N2CC(C(=O)Nc3ccc(C)c(S(=O)(=O)N4CCOCC4)c3)CC2=O)cc1 (centres undefined)	-10	-2	-1.3	76	-14	-28	/	66	3	20
CCOC(=O)C1CCN(C(=O)CSCCSCC(=O)N2CCC(C(=O)OCC)CC2)CC1	-19	1	-0.9	111	-3	-38	1	91	13	-7
O=C1C2C3C=CC(C3)C2C(=O)N1c1cccnc1 (centres undefined)	-2	0	0.5	98	-5	-30	0	99	6	-4
O=C(Cc1ccccc1)NC(=S)Nc1cccc(C(F)(F)F)c1	-14	5	-4.0	99	-2	2	-5	97	13	14
COc1cnc(SCC(=O)O)[nH]c1=O	-12	2	-0.9	85	-9	2	/	89	5	30
O=C(CCc1ccccc1)c1ccc2c(c1)OCCCO2	-7	7	3.0	88	-18	-10	-1	92	2	29
CCOc1ccc(C(=O)NC(=S)Nc2cccc(NC(=O)c3ccco3)c2)cc1[N+](=O)[O-]	-8	1	-1.9	90	8	-22	-11	82	10	-25
CC1(C)CC(C)(c2ccc(O)cc2O)N(c2ccc3ccccc3c2)C(=S)N1 (centres undefined)	-3	0	-4.3	52	/	4	/	55	-2	13
CC1CCN(S(=O)(=O)c2ccc(S(=O)(=O)NCc3ccccc3)cc2)CC1	7	-2	-2.5	46	-4	-64	0	51	1	-4
CCOc1ccc(OCC)c(NC(=O)CNS(=O)(=O)c2cccs2)c1	-9	2	-2.9	96	-15	-25	-1	105	3	-17
CCCCc1cc(=O)oc2cc(OCC(=O)N(CC)CC)c(Cl)cc12	-7	6	-2.1	87	5	-46	1	89	11	-10
Cc1ccc(C(C)C)cc1OCCOCCN1CCCC1	5	4	-1.1	78	-7	8	0	78	1	24
Cc1ccc(C(=O)n2c3ccccc3c3ccccc32)cc1	-8	13	-4.2	29	-8	9	-1	32	2	13
O=C(NCCO)c1ccc2[nH]c3ccccc3c2c1	20	1	1.3	99	-8	9	1	96	17	17
CCCCCCCOC(=O)c1ccc(OC(=O)c2cccnc2)cc1	-8	6	-2.8	88	-7	-23	/	93	22	-2
Cc1nc2ccc3nc(NC(=O)C4COc5ccccc5O4)sc3c2s1 (centres undefined)	-6	2	-1.9	83	-5	-40	0	86	6	-13
O=C(NCCCN1CCOCC1)c1cc2c(s1)CCC2	5	1	-1.0	97	-11	-5	0	89	7	8
Cc1cc(C)cc(-n2c(C)cc(/C=N/NC(=O)c3cccc([N+](=O)[O-])c3C)c2C)c1	6	6	-1.8	47	-11	-28	-1	57	13	26
COc1cccc(/C=N/NC(=O)C(C)n2nc(C)c([N+](=O)[O-])c2C)c1O (centres undefined)	17	2	9.0*	94	-7	16	-8	101	6	23
CCOCCCNCC(=O)NC1(C)C2CCC(C2)C1(C)C (centres undefined)	0	4	-2.8	98	0	-25	1	96	6	-27
Cc1ccc(/C=C/C(=O)Nc2ccc([N+](=O)[O-])cc2)o1	-2	4	1.6	92	0	-21	0	90	16	22
O=C(CSCc1ccc(Br)cc1)Nc1ccc(S(=O)(=O)N2CCOCC2)cc1	-3	1	-0.5	74	-8	-53	-3	66	5	-96
COc1ccccc1NCC(=O)N/N=C(\C)c1ccc(Br)s1	-20	1	2.7	94	0	-39	-9	91	23	/
O=C(Nc1cc(C(F)(F)F)ccc1N1CCOCC1)c1ccc2ccccc2n1	-9	-1	-3.4	68	-8	-29	0	73	5	4
